# From PubChem
# NS3 helicase inh = blocks Hepatitis C virus NS3 helicase unwinding; NS3 helicase DNA unwinding, Cy5 molecular beacon fluorescence; inhibition, % at 10.9 µM; 0.56% of 290,000 active; AID 1800;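 active = inhibition above the mean of all tested compounds plus 3 SD, set per campaign, cut at about 35% in these data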;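 also: 0% = DMSO wells and 100% = thioflavine S control wells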
#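 Material: hepatitis C virus NS3 helicase domain fragment enzyme; measured by: Cy5 fluorescence, 0 and 60 min reads; control set: DMSO and thioflavine S; incubation: 60 min unwinding reaction at 25 °C after ATP addition; read-out basis: % inhibition from 60/0 min fluorescence ratio, DMSO 0%, thioflavine S 100%; repeats: singlicate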
# OXTR ag = human OXTR agonism. P30559. CHO-OTR cells, Fluo-8 calcium fluorescence; normalized: DMSO 0%, oxytocin 100%. activation, % at 3 µM. 0.32% of 320,000 active. AID 2435;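 active = activation above the mean of all tested compounds plus 3 SD, cutoff set per screening run, cut at about 20% in these data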;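 also: peak over basal fluorescence ratio from a 100 s FLIPR kinetic read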
# Target sequence (P30559 whole entry, looked up): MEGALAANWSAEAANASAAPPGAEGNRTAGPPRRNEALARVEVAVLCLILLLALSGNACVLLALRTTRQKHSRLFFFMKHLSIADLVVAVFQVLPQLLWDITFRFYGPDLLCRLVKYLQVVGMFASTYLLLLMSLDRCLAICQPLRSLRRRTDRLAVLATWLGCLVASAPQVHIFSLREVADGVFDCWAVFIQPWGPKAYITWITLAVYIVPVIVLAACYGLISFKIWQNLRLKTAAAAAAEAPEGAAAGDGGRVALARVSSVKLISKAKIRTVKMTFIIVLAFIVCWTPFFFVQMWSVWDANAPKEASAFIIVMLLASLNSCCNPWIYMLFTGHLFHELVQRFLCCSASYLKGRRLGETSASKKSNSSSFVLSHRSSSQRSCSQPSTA
# GalR3 antagonist = antagonists of human GalR3; AID 651719; inhibition, % at 3 µM; O60755; 0.44% of 360,000 active; HEK293 GalR3-CNG cAMP membrane potential fluorescence; galR3 body fused to GalR1 C-terminus;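 active = inhibition above the screen-wide average plus 3 SD, cut at about 13% in these data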;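 also: forskolin and galanin both at EC90 stimulate the cells; cAMP rise reported by CNG channel membrane potential dye signal; 0% = forskolin plus galanin with DMSO and 100% = forskolin alone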
# PHOSPHO1 block = blocks human PHOSPHO1 phosphatase activity; inhibition, % at 13.3 µM; 1.1% of 290,000 active; AID 1565; Q8TCT1; recombinant PHOSPHO1, absorbance phosphatase assay; in the data active = inhibition above about 60%
# Target sequence (Q8TCT1 whole entry, looked up): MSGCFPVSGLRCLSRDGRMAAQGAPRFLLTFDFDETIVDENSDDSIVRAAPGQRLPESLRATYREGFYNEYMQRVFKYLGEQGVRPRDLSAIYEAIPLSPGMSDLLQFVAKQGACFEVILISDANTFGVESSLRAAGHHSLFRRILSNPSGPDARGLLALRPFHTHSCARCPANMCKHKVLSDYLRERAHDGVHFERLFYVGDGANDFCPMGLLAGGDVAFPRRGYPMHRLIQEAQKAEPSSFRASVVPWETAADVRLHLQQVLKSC
# GPR7 antag = human neuropeptides B/W receptor 1 antagonism. inhibition, % at 4.4 µM. 1.1% of 290,000 active. GPR7-expressing cells, fluorescence antagonist assay. P48145; in the data active = inhibition above about 16%, passing the limit was not always enough;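 also: cells stimulated with the agonist NPW; 0% = agonist with vehicle and 100% = vehicle without agonist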
# V1R ag counter = counter-screen for oxytocin receptor agonists: human V1a receptor agonists. P37288. CHO-V1R cells, Fluo-8 calcium fluorescence, agonist mode; 0% DMSO, 100% 3 nM vasopressin. activation, % at 3 µM. 0.25% of 320,000 active;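 active = activation above the mean activation of all tested compounds plus 3 SD, per screening run, cut at about 20% in these data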;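 also: signal is peak over basal fluorescence ratio across a 100 second FLIPR read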
# VIM-2 inh = blocks Pseudomonas aeruginosa VIM-2 metallo-beta-lactamase; purified VIM-2, nitrocefin hydrolysis, epi-absorbance fluorescence; inhibition, % at 5.6 µM; 0.89% of 290,000 active;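 active = inhibition above the mean of all tested compounds plus 3 SD, cutoff set per screening run, cut at about 7.5% in these data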;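 also: red hydrolysis product quenches plate fluorescence so inhibitors raise well fluorescence; 0% = enzyme with DMSO and 100% = DMSO without enzyme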
# IMP-1 inh = inhibitors of Pseudomonas aeruginosa IMP-1 metallo-beta-lactamase. purified IMP-1, nitrocefin hydrolysis, epi-absorbance fluorescence. inhibition, % at 5.6 µM. 0.45% of 290,000 active;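 active = inhibition above the mean plus 3 SD of all compounds in the same screening run, cut at about 4.5% in these data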;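 also: 0% = IMP-1 with DMSO and 100% = DMSO wells lacking enzyme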
#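 System: Purified IMP-1 | Read-out basis: Percent enzyme inhibition | Controls: IMP-1 with DMSO as 0%, enzyme-free DMSO as 100% | Replicates: One well per compound | Doses: 5.6 µM nominal single concentration | Detection: Epi-absorbance fluorescence, 480 nm excitation, 530 nm emission | Incubation: 25 °C, 15 min preincubation, 25 min reaction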
# DNA FID counter = fluorescent intercalator displacement, NS3 helicase counter-screen; inhibition, % at 7.9 µM; 0.17% of 290,000 active; DNA fluorescent intercalator displacement, fluorescence; in the data active = inhibition above about 37%;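 also: 0% = vehicle and 100% = reference compound; higher means more ethidium bromide displaced from hairpin DNA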
# Active calls of the source: *; . = not tested or not shown.
SMILES,NS3 helicase inh,OXTR ag,GalR3 antagonist,PHOSPHO1 block,GPR7 antag,V1R ag counter,VIM-2 inh,IMP-1 inh,DNA FID counter
CC(=O)c1c(C)n(-c2ccccc2)c2ccc(OCC(O)CN3CCOCC3)cc12 (stereo unspecified),-14,2.2,-1,-10,-3,0.6,-1.7,-2.6,0
O=C(Nc1nc2ccccc2s1)c1ccc([N+](=O)[O-])o1,21,1.5,-7,32,-16,1.1,-2.9,-2.1,0
CCOC(=O)C1CCN(C(=O)COc2ccc(S(=O)(=O)N3CCOCC3)cc2C)CC1,1,1.7,2,28,-1,0.8,1.1,1.0,-31
Cc1cc(C)nc(NN=C(c2ccccc2)c2ccccc2)n1,-4,-2.3,0,-11,-5,-1.7,-0.6,-2.2,-26
N#C/C(=C\c1c(F)cccc1Cl)S(=O)(=O)c1ccccn1,0,0.4,0,-2,-14,0.3,-0.8,-2.2,-3
COc1ccc(S(=O)(=O)N2CCOCC2)cc1NC(=O)c1ccccc1C,6,0.1,-1,-40,-4,0.5,0.7,-1.4,-23
COc1ccc(C)cc1NC(=O)CCCN1C(=O)C(c2ccccc2)Oc2cccnc21 (stereo unspecified),-10,0.9,-8,28,-1,2.1,0.3,0.6,-50
CN1CCN(C2=NCCO2)CC1,3,.,-7,24,-7,.,-2.1,-1.8,0
CCOc1ccccc1C(=O)NCC(=O)NCCc1ccc(S(N)(=O)=O)cc1,4,0.3,8,24,-10,0.9,-2.3,-2.6,-10
CC(NC(=O)CCc1nnc(-c2ccc(-c3ccccc3)cc2)o1)c1nccs1 (stereo unspecified),-2,8.8,-6,-10,-5,7.9,-2.1,-2.2,-35
Cc1cccc(OCC(=O)Nc2ccc3c(c2)nc(CN2CCCCC2)n3C)c1,-19,8.6,-5,56,-17,8.1,-3.0,-5.3,0
O=C(Nc1ccccc1Cl)C1CCCN(S(=O)(=O)c2ccc(F)cc2)C1 (stereo unspecified),-7,-1.0,-6,-38,11,0.7,-2.3,-2.2,-15
Cc1cc2cc(CN3C(=O)c4ccccc4C3=O)ccc2[nH]1,-9,0.9,3,-5,-5,1.0,-1.8,-1.8,0
CCN(CC)CCNC(=S)Nc1ccc2nc(N3CCOCC3)cc(C)c2c1,11,1.6,-2,20,4,0.4,-0.4,-1.6,15
Cc1ccc(CNC(=O)C2CCCN(c3nc4ccsc4c(=O)s3)C2)cc1 (stereo unspecified),-2,-0.8,-6,34,1,-1.0,-0.2,-2.7,5
COC(=O)c1cc(NC(=O)CCc2c(C)nc3ncnn3c2C)cc(C(=O)OC)c1,4,0.0,-3,30,-6,-0.7,1.0,0.5,-9
Cc1nc(N)sc1C(=O)N/N=C/c1c[nH]c2ccccc12,2,-1.1,-4,5,-9,-0.3,-1.4,-0.2,-3
CC(C)CCNC(=O)C1CC(=O)N(CCc2ccccc2)C1 (stereo unspecified),-5,-0.1,-11,30,-16,0.1,0.5,0.3,-10
COC(=O)c1ccccc1NC(=O)NN1CCN(C)CC1,0,0.6,-4,15,-5,-0.2,-2.2,-1.2,0
CCOC(=O)CCCCC(=O)c1[nH]c(=O)[nH]c1CSc1nnc2c3cc(Br)ccc3n(C)c2n1,17,-1.2,.,-159,0,0.4,-2.2,-2.5,-5
CCOC(=O)c1ccccc1NC(=O)c1cc(S(=O)(=O)N2CCOCC2)ccc1F,-7,-1.4,13*,-11,3,0.2,0.8,-1.1,-5
Cc1cc(NC(=O)CCC(=O)N(c2ccc(F)cc2)C(C(=O)NC2CCCC2)c2ccccc2)no1 (stereo unspecified),-6,-0.8,-8,32,-14,-0.7,-2.4,-2.2,-44
COCCNC(=S)NC(=O)c1ccc(C(C)(C)C)cc1,4,-1.9,-2,-1,-11,-0.3,-3.1,-2.5,-23
CC(=O)C1=C(O)C(=O)N(c2ccc(O)cc2)C1c1ccccc1[N+](=O)[O-] (stereo unspecified),11,-0.5,-8,29,-12,0.7,-0.7,-1.5,5
O=C(NCc1ccc2c(c1)OCO2)c1cc(-c2ccncc2)nc2ccccc12,-6,-1.0,-5,42,-17,-0.4,-1.7,-1.2,-21
O=C(COC(=O)c1cc(-c2ccccc2)nc2ccccc12)NCC1CCCO1 (stereo unspecified),-7,-0.7,0,11,0,-1.6,-0.5,-2.0,-21
C/C=C(/C)C(=O)Nc1cccc(C2=NOC3(C2)C[C@H](C(N)=O)N(C(=O)COc2ccc(Cl)cc2)C3)c1 (stereo partly specified),.,0.8,-1,-4,.,1.3,.,.,.
ClC(Cl)(c1nnnn1-c1ccccc1)c1nnnn1-c1ccccc1,-6,4.3,-11,18,1,4.3,-4.7,-2.7,-3
COc1ccc(C(=O)C2CCCN(C(=O)c3ccc4nccnc4c3)C2)c(C)c1 (stereo unspecified),7,1.2,3,32,1,2.4,-1.6,-5.1,-42
O=C1c2ccccc2C(O)N1Cc1ccccc1 (stereo unspecified),-6,1.1,-6,11,-15,0.7,-4.6,-3.6,-3
CCOC(=O)C(NCc1ccco1)(NC(=O)c1ccccc1)C(F)(F)F (stereo unspecified),-3,-0.5,-1,3,9,-0.2,-2.7,-5.6,3
COc1ccc(CN(C)C(=O)c2cnc(C)cn2)c(OC)c1OC,-7,0.5,-11,24,-16,-0.3,-3.7,-5.0,-10
Cc1ccccc1NCN1C(=O)C2C3C=CC(C3)C2C1=O (stereo unspecified),3,1.4,-3,-8,-9,-0.2,-1.9,-1.6,0
CCOc1ccc(-c2cc(CCCC(=O)NCCCOC)no2)cc1,-7,1.5,-7,15,-10,4.4,-0.6,-2.6,-27
COc1cccc(C(=O)NNC(=O)C(=O)Nc2cccc(Cl)c2C)c1,12,-0.3,-8,28,-9,1.1,-1.5,-3.6,-13
Cc1ccc(CS(=O)(=O)Cc2ccc(C(=O)NCCCN3CC(C)CC(C)C3)o2)cc1 (stereo unspecified),13,-0.6,-7,18,-3,-0.2,-0.2,1.1,21
COc1ccc(CCN(Cc2nc3ccccc3c(=O)[nH]2)C(=O)c2ccco2)cc1,1,-0.1,-7,-27,7,2.4,-3.0,-2.1,-21
O=C(NCc1ccccc1)C(=O)c1cn(CC(=O)N2CCOCC2)c2ccccc12,5,1.6,2,12,6,1.6,-1.1,2.0,-33
CN(CC(=O)N1CC=C(c2ccccc2)CC1)S(=O)(=O)c1ccc2c(c1)c(=O)n(C)c(=O)n2C,2,-1.7,0,9,-4,-0.7,-0.1,-2.2,-6
Cc1cc(C)cc(NC(=O)Nc2ccc(N3CCCCC3)cc2)c1,-3,-1.4,-3,53,-3,-0.5,-3.6,-3.7,-1
COc1ccccc1NC(CC(=O)c1ccccc1)C(=O)OCC(=O)c1ccc(F)cc1 (stereo unspecified),3,-0.4,-1,-15,10,-0.1,-2.5,-0.1,-25
O=c1cnn(Cc2c(Cl)cccc2Cl)c2ccccc12,-5,0.0,-6,31,-5,-0.3,2.9,-3.4,-22

# Not a retest: entries from further up.
SMILES,NS3 helicase inh,OXTR ag,GalR3 antagonist,PHOSPHO1 block,GPR7 antag,V1R ag counter,VIM-2 inh,IMP-1 inh,DNA FID counter
COc1ccc(CN(C)C(=O)c2cnc(C)cn2)c(OC)c1OC,-7,0.5,-11,24,-16,-0.3,-3.7,-5.0,-10
Cc1ccccc1NCN1C(=O)C2C3C=CC(C3)C2C1=O (stereo unspecified),3,1.4,-3,-8,-9,-0.2,-1.9,-1.6,0
CCOc1ccc(-c2cc(CCCC(=O)NCCCOC)no2)cc1,-7,1.5,-7,15,-10,4.4,-0.6,-2.6,-27
COc1cccc(C(=O)NNC(=O)C(=O)Nc2cccc(Cl)c2C)c1,12,-0.3,-8,28,-9,1.1,-1.5,-3.6,-13
Cc1ccc(CS(=O)(=O)Cc2ccc(C(=O)NCCCN3CC(C)CC(C)C3)o2)cc1 (stereo unspecified),13,-0.6,-7,18,-3,-0.2,-0.2,1.1,21
COc1ccc(CCN(Cc2nc3ccccc3c(=O)[nH]2)C(=O)c2ccco2)cc1,1,-0.1,-7,-27,7,2.4,-3.0,-2.1,-21
O=C(NCc1ccccc1)C(=O)c1cn(CC(=O)N2CCOCC2)c2ccccc12,5,1.6,2,12,6,1.6,-1.1,2.0,-33
CN(CC(=O)N1CC=C(c2ccccc2)CC1)S(=O)(=O)c1ccc2c(c1)c(=O)n(C)c(=O)n2C,2,-1.7,0,9,-4,-0.7,-0.1,-2.2,-6
Cc1cc(C)cc(NC(=O)Nc2ccc(N3CCCCC3)cc2)c1,-3,-1.4,-3,53,-3,-0.5,-3.6,-3.7,-1
COc1ccccc1NC(CC(=O)c1ccccc1)C(=O)OCC(=O)c1ccc(F)cc1 (stereo unspecified),3,-0.4,-1,-15,10,-0.1,-2.5,-0.1,-25
O=c1cnn(Cc2c(Cl)cccc2Cl)c2ccccc12,-5,0.0,-6,31,-5,-0.3,2.9,-3.4,-22
